# AMA1 RON2 block: inhibitors of Plasmodium falciparum AMA1-RON2 interaction; AlphaScreen AMA1-biotinylated RON2 peptide binding; Potency, µM (series often up to 58.2 µM), without a hit: at the highest dose activity change, negative = inhibition, usual class: inhibitors; 360,000 tested, 0.2% active; active = well fitted inhibition curve with a large enough effect; inconclusive = small, poorly fitted or top-dose-only effect; inactive = no such curve, though single readings can be large or run the other way;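 note: potency is the fitted concentration of half-maximal effect; 0% = vehicle wells and -100% = peptide control; nearly all actives have a fitted effect of over 45% in size; some results filed as inactive show a strong effect at the top dose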
#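 AMA1 (3D7) with his tag at 25 nM final met compounds first, then biotinylated RON2 peptide at 25 nM; detection used donor plus acceptor beads, 10 µg/mL apiece, read by AlphaScreen after 30 min at room temperature.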
# HCMV inh: inhibitors of human cytomegalovirus; HFF cells, HCMV-luciferase reporter, 72 h; hits give low values; activity change, negative = inhibition, % at 57.5 µM; 410,000 tested, 4.5% active; AID 1259415; in the data active = activity change below about -60%; inconclusive = no clear call, values can overlap the other calls; inactive = above about -39%
#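 Compounds were evaluated in HFFs infected with an HCMV luciferase reporter virus (MOI 1 PFU/cell). Luciferase in lysates collected 72 h post infection served as the replication measure.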
# Numbers without * were called inactive; u = inconclusive; [ ] = another dose, or the depositor's remark. Unless noted, % is set by controls: 0 for no effect and ±100 for the full control effect.
# Each structure is followed by: HCMV inh	AMA1 RON2 block
CN(C)c1ccc(-c2ccnc3c2CC(C)(C(=O)NCCC(F)(F)F)O3)cc1 (stereo unspecified)
 : -11.7	u
Cc1cc(C)c(S(=O)(=O)N2CCOC23CCN(S(C)(=O)=O)CC3)c(C)c1
 : u	-4.0%
Cc1cc(Br)cn2c(Cc3cccc(F)c3)c(C3CCCCC3)nc12
 : -32.2	-13.0%
CCOC(=O)[C@]12CCC=C1N(Cc1ccc3c(c1)OCO3)C(=O)[C@H](CC(=O)NCc1cccs1)C2
 : -35.6	5.9%
CC1=C(C(=O)N(C)C)CC(CC(=O)NC(c2ccccc2)c2ccccc2)C(=O)N1CCCN1CCCC1=O (stereo unspecified)
 : -20.5	-8.7%
Cc1cccc(CN2CCC(n3nccc3NC(=O)CCCc3ccccc3)CC2)c1
 : -28.6	-3.2%
CCc1cccc(NC(=O)COC(=O)CSc2ccc(C)cc2)c1
 : -4.4	14.4%
COC(=O)[C@@]1(Sc2ccc(C)cc2)CC(=O)N(C(=O)C2CC2)[C@@H]1c1ccccc1
 : -0.5	-8.2%
CCCC(=O)N1CCOCC1c1cc(C(=O)Nc2ccccc2)no1 (stereo unspecified)
 : 15.6	-1.2%
CN1C[C@@H](CO)O[C@@H](n2cnc3c(N4CCN(CCO)CC4)ncnc32)C1
 : -4.3	1.0%
COc1ccc(CCCNC(=O)C2(C)Cc3c(-c4ccc5c(c4)OCO5)ccnc3O2)cc1 (stereo unspecified)
 : -25.1	-22.0%
Cc1ccc(OCCNC(=O)[C@H]2O[C@@H](n3ccc(N)nc3=O)[C@H](O)[C@@H]2O)cc1C
 : 10.8	2.6%
Cc1ccccc1-c1cc2nc(NCc3ccccc3F)n(C)c(=O)c2s1
 : 37.4	-0.4%
COCCNC(=O)C1(C)CCN(C(=O)c2ccc(OC)c(F)c2)C1 (stereo unspecified)
 : 10.6	7.7%
Cc1cccc(C)c1NC(=O)C1(C)CSCC(=O)N1Cc1cccc(C(F)(F)F)c1 (stereo unspecified)
 : -1.1	1.9%
COc1cccc(-c2ccc3c(c2)N(Cc2ccccc2OC)C(=O)C(C)S3)c1 (stereo unspecified)
 : 54.7	-17.7%
CN1OC[C@@H]2CN(C(=O)C(C)(C)C)[C@H](c3ccc(-n4ccnc4)cc3)C[C@@H]21
 : 22.3	6.7%
CC(=O)NC(C)(c1ccccc1)c1nc(-c2cncnc2)cs1 (stereo unspecified)
 : -16.9	2.1%
COc1ccc(-c2csc(C(O)c3ccc(F)c(F)c3)n2)cn1 (stereo unspecified)
 : -36.1	-1.0%
O=C(NC(c1ccc(Cl)cc1)c1cnccn1)C1CCN(Cc2ccccc2)CC1 (stereo unspecified)
 : -28.1	-0.3%
C[C@H](CO)N1C[C@H](C)[C@H](CN(C)C(=O)Nc2cccc(F)c2)Oc2cc(C#CC3(O)CCCC3)ccc2S1(=O)=O
 : -3.5	1.4%
CCOC(=O)C(=O)Nc1ccc(S(=O)(=O)Nc2nccc(C)n2)cc1
 : 85.6	-0.9%
Cc1ccccc1CC(=O)Nc1ccc2c(c1)c(=O)n(C)n2-c1ccccc1F
 : u	2.7%
CC(C)C#Cc1cnc2c(c1)C(=O)N([C@@H](C)CO)C[C@@H](C)[C@H](CN(C)Cc1cccc(F)c1)O2
 : 7.2	-7.3%
COc1cccc(CN2CCC2(C)C(=O)Nc2ccc3c(c2)CCN3C(C)=O)c1F (stereo unspecified)
 : -13.5	-12.1%
CCCc1cc(C(=O)OCC(=O)NCCc2ccccc2)sc1C
 : u	4.9%
Cc1ccc(-c2ccc(CN3C(C)C(=O)N(Cc4cn(Cc5ccco5)nn4)CCS3(=O)=O)cc2)cc1 (stereo unspecified)
 : -19.7	-11.0%
CCC(C(=O)NC(C)(C)C)N(Cc1ccc(OC)cc1)C(=O)c1snc(C(N)=O)c1N (stereo unspecified)
 : -31.9	0.0%
COC(=O)c1sc(NC(=O)OCc2ccccc2)nc1CCNC(=O)OC(C)(C)C
 : -36.2	-13.9%
OCC[C@@H]1C[C@H](O)[C@@H](O)[C@]2(OCCc3cc(Cl)ccc32)O1
 : -8.3	0.0%
CCCCOCCCNC(=O)C[C@@H]1C[C@@]2(C(=O)OCC)CCC=C2N(CCC2=CCCCC2)C1=O
 : 11.3	14.6%
Nc1nccc2c1ncn2C1OC(CO)C(O)C1O (stereo unspecified)
 : -31.2	-0.2%
C[C@H]1CN([C@@H](C)CO)C(=O)CCCn2nncc2CO[C@@H]1CN(C)C(=O)Nc1cccc2ccccc12
 : 30.9	-7.3%
CCCCOCCCNC(=O)C[C@@H]1C[C@@]2(C(=O)OC)CC(C)(C)CC=C2N(Cc2ccco2)C1=O
 : -31.4	-7.2%
COC(=O)C[C@@H]1CC[C@H](NC(=O)c2ccccc2)[C@@H](CO)O1
 : 19.2	2.2%
Cc1cc(C)cc(Cn2cc(CN3CC(N4CCCC4)CS3(=O)=O)nn2)c1 (stereo unspecified)
 : 29.6	9.0%
Cc1cccc(C)c1NC(=O)C(C1CC1)n1c(=O)c(-c2cc3ccccc3[nH]2)nc2ccccc21 (stereo unspecified)
 : -13.2	91.2%[activator]
COC(=O)c1ccccc1NC(=O)CCCOc1cc(=O)n(C)c2ccccc12
 : -99.4*	4.4%
O=C(CCCN1C(=O)/C(=C\c2cccc(Br)c2)SC1=S)Nc1ccc(C(=O)O)cc1
 : u	-2.3%
N#Cc1ccccc1S(=O)(=O)N1CCN(Cc2cccs2)CC1
 : -11.6	5.6%
Cc1onc(-c2ccccc2)c1C(=O)NC1CCCCC1C (stereo unspecified)
 : -14.8	-7.7%
Nc1ncnc2c1ncn2[C@@H]1O[C@H](C(=O)N2CCC(F)(F)CC2)[C@@H](O)[C@H]1O
 : 21.0	2.4%
CN(C)CCNc1ncnc2c1ncn2[C@H]1CN(Cc2ccccc2)C[C@@H](CO)O1
 : 32.2	12.6%
COc1cc(C=CC(=O)N2CCN(CC(=O)N3CCCC3)CC2)cc(OC)c1OC
 : -7.1	2.9%
N#Cc1ccc(OCC(=O)NCCCN2CCCC2=O)cc1
 : -26.9	0.9%
COC(=O)c1ccc2nc(-c3cccc(Cl)c3)c(Cc3ccccc3OC)n2c1
 : 25.7	2.9%
Cn1c(=O)c2cc(NC(=O)NCCc3ccccc3)ccc2n1Cc1cccc(C(F)(F)F)c1
 : u	14.2%
O=C1CCC2(CCCC2)c2ccccc21
 : 23.5	12.3%
COc1ccc(CN2C(=O)C(CC(=O)NCCN3CCOCC3)CC(C(=O)N(C)C)=C2C)cc1 (stereo unspecified)
 : 25.0	0.0%
CC(C)c1cc(C(=O)OCC(=O)NC2CCS(=O)(=O)C2)c(O)c(C(C)C)c1 (stereo unspecified)
 : -9.8	-0.4%
COc1ccc(NC(=O)C2(C)CCN2Cc2ccc(C(C)C)cc2)cc1OC (stereo unspecified)
 : -2.8	-21.2%
O=C(c1[nH]c(C(F)(F)F)nc1-c1ccccc1)N1CCN(c2c(Cl)cncc2Cl)CC1
 : -21.6	2.7%
CC1CCCCN1CCNC(=O)c1ccc2c(c1)N(Cc1cccc(Cl)c1)C(=O)c1ccccc1S2(=O)=O (stereo unspecified)
 : -0.1	-6.9%
CCC[C@H]1CN(Cc2cccnc2)C(=O)[C@@H]1CC(=O)Nc1ccc(Br)cc1
 : -31.5	-3.6%
COc1cc(/C=C2/SC(=S)N(CCC(=O)Nc3cccnc3)C2=O)cc(OC)c1OC
 : 31.8	8.1%
CC1C(=O)N(Cc2cn(Cc3ccco3)nn2)CCS(=O)(=O)N1Cc1ccc(-c2cccnc2)cc1 (stereo unspecified)
 : -6.2	-4.5%
Cc1ccc(S(=O)(=O)N(C)C[C@@H]2OCCCC[C@@H](C)Oc3ccc(NS(=O)(=O)c4c(C)noc4C)cc3C(=O)N([C@H](C)CO)C[C@@H]2C)cc1
 : -30.3	3.6%
Cc1ccc([C@H]2N[C@]3(CCCN(Cc4cccn4C)C3=O)[C@H]3C(=O)N(Cc4ccccc4)C(=O)[C@@H]23)cc1
 : 17.0	7.1%
CCOC(=O)c1cc2ccccc2n1C1CCN(CCc2ccccc2)CC1
 : -9.6	u
COC(=O)N1Cc2ccccc2-n2nncc2C1
 : 2.7	-1.3%

# Nothing new here: entries from further up.
# Each structure is followed by: HCMV inh	AMA1 RON2 block
CC1C(=O)N(Cc2cn(Cc3ccco3)nn2)CCS(=O)(=O)N1Cc1ccc(-c2cccnc2)cc1 (stereo unspecified)
 : -6.2	-4.5%
Cc1ccc(S(=O)(=O)N(C)C[C@@H]2OCCCC[C@@H](C)Oc3ccc(NS(=O)(=O)c4c(C)noc4C)cc3C(=O)N([C@H](C)CO)C[C@@H]2C)cc1
 : -30.3	3.6%
Cc1ccc([C@H]2N[C@]3(CCCN(Cc4cccn4C)C3=O)[C@H]3C(=O)N(Cc4ccccc4)C(=O)[C@@H]23)cc1
 : 17.0	7.1%
CCOC(=O)c1cc2ccccc2n1C1CCN(CCc2ccccc2)CC1
 : -9.6	u
COC(=O)N1Cc2ccccc2-n2nncc2C1
 : 2.7	-1.3%

# Further compounds:
# Each structure is followed by: HCMV inh	AMA1 RON2 block
Cc1ccc2ccc(C#N)cc2c1O
 : -12.2	8.2%
Cc1cc(C)c(C)c(S(=O)(=O)N2CCNC(=O)C2)c1C
 : -20.1	0.0%
CC(C)c1cc(Cn2c3ccccc3c(=O)n2C(C)Cn2cc(COc3ccccc3)nn2)on1 (stereo unspecified)
 : -16.4	5.3%
Cc1ccsc1C(=O)N1CCCC1(C)C(=O)NCC(C)C (stereo unspecified)
 : 21.3	6.4%
O=C(CCC1CCCN(C(=O)c2cc(F)ccc2F)C1)N1CCN(c2ccccn2)CC1 (stereo unspecified)
 : u	-4.9%
COc1ccc(Cc2nc3ccc(C(=O)N4CCCCC4CO)cc3o2)cc1OC (stereo unspecified)
 : u	-7.0%
O=C1Nc2cc(C(=O)NCCCN3CCCC3)ccc2S/C1=C/c1cccc(Cl)c1
 : 82.2	-13.2%
O=[N+]([O-])c1cc2ccccc2c(O)c1O
 : -100.3*	2.6%
CCc1cccc(NC(=O)COC(=O)c2c(-c3ccccc3)noc2C)c1
 : 17.7	-1.2%
O=C(Nc1ccc(C(=O)O)cc1)Oc1ccc(N(CCCl)CCCl)cc1
 : -35.3	-28.2%
COc1ccc2c(CN3CCN(C(C)=O)CC3)cc(=O)oc2c1
 : -9.3	2.6%
CCOc1ccc(CCN2C(=S)N([C@@H](Cc3ccccc3)CN3CCC[C@@H]3CN3C(=S)NC[C@@H]3CC(C)C)C[C@@H]2Cc2ccccc2)cc1
 : -10.7	24.8%
O=C(CC[C@H]1O[C@@H](n2ccc(=O)[nH]c2=O)[C@H](O)[C@@H]1O)N[C@H](Cc1ccccc1)C(=O)NCCCc1ccccc1
 : -3.5	-2.5%
C[C@H](O)[C@@H]1C(=O)N2CCc3c([nH]c4ccccc34)[C@@H]2C[C@@H]1N(C)C(=O)c1cc(Cl)cc(Cl)c1
 : -11.2	-8.1%
CCOC(=O)C1=CCC2C(=O)N(C)C(=O)C12 (stereo unspecified)
 : 0.5	18.3%
CC(C)C[C@H]1CNC(=S)N1C[C@H]1CCCN1C[C@H](Cc1ccccc1)N1C[C@H](Cc2ccc(O)cc2)N(CC2CCCCCC2)C1=S
 : -83.9*	8.1%
COc1cccc(CNC(=O)[C@@H]2CCCN2C(=O)[C@H]2CCCCN2C(=O)c2ccccc2)c1
 : -14.0	-3.4%
CCc1nc2c(OCc3ccccc3)cccn2c1N(C)C(=O)C(C)C
 : -25.3	5.9%
O=C(NCc1ccco1)c1ccc(-c2ccc(F)c(F)c2)c2ccoc12
 : -2.6	-3.0%
CC(C)N(C)c1ncnc2c1ncn2[C@H]1CN(Cc2ccc(-c3ccccc3)cc2)C[C@@H](CO)O1
 : -8.1	-23.3%
COc1ccccc1NC(=O)CCNC(=O)C1CCN(S(=O)(=O)c2ccccc2)CC1
 : -17.1	11.0%
COc1cccc(C(c2nnnn2C2CCCC2)N2CCN(C/C=C/c3ccccc3)CC2)c1OC (stereo unspecified)
 : -21.3	-25.6%
COc1ccc(F)cc1-c1cc(C(=O)NCc2cccc(C(F)(F)F)c2)[nH]n1
 : -35.6	-5.2%
CCc1nc2ccc(C(=O)Nc3ccc(NC(C)=O)cc3)cn2c1N(CCC(C)C)CCN(C)C
 : -4.4	-0.3%
O=C1c2ccccc2C(c2nnnn2Cc2ccccc2)N1CCc1ccc(O)cc1 (stereo unspecified)
 : -27.6	3.1%
Fc1ccc(NC(=S)SCc2ccc3c(c2)OCO3)cc1F
 : -40.0	44.8%[activator]
CCOC(=O)C1=C(COC(=O)CNS(=O)(=O)c2ccc(C)c(C)c2)NC(=O)NC1C (stereo unspecified)
 : -33.5	-6.2%
COc1cccc(CN2CCC2(C)C(=O)Nc2cccc(NS(C)(=O)=O)c2)c1OC (stereo unspecified)
 : 14.8	3.1%
Nc1ncnc2c1ncn2[C@@H]1O[C@H](C(=O)NCc2ccc(OC(F)(F)F)cc2)[C@@H](O)[C@H]1O
 : -18.9	-1.3%
CCNC(=O)C1(C)CCCN(C(=O)c2cc(-c3cccs3)oc2C)C1 (stereo unspecified)
 : -4.4	7.8%
CCC(C(=O)NC(C)(C)C)n1c(C(c2ccccc2)c2ccccc2)nc2ccccc21 (stereo unspecified)
 : 10.9	-5.3%
Cc1ccc(Cl)cc1-c1cc(C(=O)NCc2ccco2)[nH]n1
 : -18.9	-8.6%
Cc1nnc(NCC=Cc2ccccc2)s1
 : 28.3	3.6%

# An excerpt, so the mix of outcomes need not match the whole.
